# Autophagy HCS: modulators of autophagy; MEF GFP-LC3 puncta imaging; test concentration mostly 10 µM; calls only at 10 µM (by protocol); 190,000 compounds, 0.98% hits;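 active = percentage of spot-positive cells more than 3 SD above its plate mean, without a fluorescence outlier flag or 80% toxicity; inconclusive = no clear call, values can overlap the other calls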;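 also: spot-positive cell cutoff set from DMSO-treated cells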
# WT yeast gro inh: growth inhibition of WT yeast, mitochondrial fusion screen | 190,000 compounds, 2.1% hits | mitochondrial fusion phenotypic screen, WT strain | inhibition, % at 10 µM; in the data active = inhibition above about 58%; tested in S. cerevisiae
# T cell HTS: modulates CD8 T cell binding to vesicles; 2C CD8+ T cell-vesicle binding, flow cytometry; hits give low values; calls only at 7 µM; 330,000 compounds, 0.068% hits; AID 2052;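 active = response, share of CD8 T cells binding vesicles, and their 90th percentile fluorescence all below set limits, cut at about 80% in these data, passing the limit was not always enough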
#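 Material: murine 2C transgenic CD8+ T lymphocytes / Also added: QL9-peptide-loaded Drosophila micro-vesicles bearing Ld, ICAM-1 and B7-1 / Schedule: binding step 1.5 h, 37 °C, antibody labelling 20 min, ice / Signal: flow cytometry, PE anti-B7-1 (FL2) versus Alexa647 anti-CD8 (FL8), PFA-fixed / Evaluation: percent CD8+ FL2 mean versus row control / Benchmarks: naked versus QL9-loaded vesicles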
# Hep lipid drop: modulators of hepatic lipid droplet formation; AML12 mouse hepatocytes, oleate lipid droplets, BODIPY imaging; inhibition, % at 6.5 µM; 240,000 compounds, 0.4% hits;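 active = lipid droplet intensity inhibited by at least 50%, with more than 500 cells counted; inconclusive = wells with under 300 cells, treated as cytotoxic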
#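 Technique: fluorescence imaging, 20x objective, two fields per well / Assay system: AML12 hepatocytes (mouse) / Measure: % inhibition of lipid droplet signal / Doses: 6.5 µM single-point dosing / Incubation: overnight exposure / Reagent: 100 µM oleic acid challenge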
# b-catenin transl: beta-catenin nuclear translocation modulation. HeLa beta-catenin nuclear translocation, immunofluorescence imaging. nuclear translocation activity, % at 5 µM. 190,000 compounds, 0.3% hits. AID 1665;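 active = nuclear translocation activity above 50% at 5 µM, with a well cell count of 50 or more; inconclusive = wells under 50 cells across six images, flagged as toxic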;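 also: per-cell ratio of nuclear to cytoplasmic median beta-catenin stain intensity; plate controls were DMSO negative control for no effect and GSK-3 inhibitor IX positive control for full effect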
#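 Technique: fluorescence imaging of beta-catenin antibody stain plus DAPI / Material: human HeLa cell line / Incubation: compound treatment 24 h, 37°C, 5% CO2 / Read-out basis: % activation of per-cell nuclear versus cytoplasmic median beta-catenin signal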
# West Nile virus CPE: inhibition of WNV-induced cytopathic effect – cell-based, CPE readout (AID 1621); one-dose CPE inhibition, % at 10 µM; IC50 in µM for titrated hits; West Nile virus-infected cells, CPE inhibition; higher % means a stronger effect; 290,000 compounds, 0.02% hits; in the data active = a potency from the dose series; inconclusive = CPE inhibition mostly from about 3.7% at the one dose, without a potency; inactive = the rest, 99 in 100 with CPE inhibition below about 2.2%; also: strong numbers were not always called active
# Myeloid diff 2: promotes myeloid progenitor differentiation. calls only at 10 µM. 360,000 compounds, 1% hits. ER-HoxA9 myeloid progenitors, lysozyme-GFP differentiation, flow cytometry;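 active = normalized GFP-positive differentiation at or above the plate's own cutoff, the solvent-only control mean plus 3 SD; inconclusive = no clear call, values can overlap the other calls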;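 also: cells exposed to compound for four days before flow analysis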
# Insulin prom up: MIN6 insulin promoter up-regulation | AID 1625 | z-score at 5 µM | MIN6 insulin promoter-GFP reporter, high-content imaging; hits give high values | 190,000 compounds, 0.3% hits;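 active = z-score above 3 at 5 µM with at least 500 cells counted in the well; inconclusive = wells under 500 cells, flagged as cytotoxic or low count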
# MT stabilize HCS: microtubule stabilization, imaging screen. HeLa tubulin immunostaining HCS, 24 h; share of cells brighter than vehicle mean+2SD. % tubulin-high responders, % at 10 µM. 200,000 compounds, 0.83% hits. AID 2205;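 active = plate Z-score above 3 for both tubulin-high and condensed-nucleus cell shares, with cell loss under 80%, at 10 µM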;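 also: anti alpha tubulin signal scored within the nucleus-defined area of each cell; some results filed as inactive read as strong as hits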
# WT yeast gro inh mutant strain: further read-out of WT yeast gro inh, marked with its call; inhibition, %; mitochondrial fusion phenotypic screen, mutant strain inhibition
# Insulin prom up cell count: second read-out of Insulin prom up, no call of its own (marks repeat the call); cell count; measured here: cytotoxicity, nuclei count;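 total cells summed across four imaged fields per well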
# Hep lipid drop cells 6.5 µM: second read-out of Hep lipid drop, no call of its own (marks repeat the call); cell count; measured here: cell count, cytotoxicity flag;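 cells counted across two imaged fields per well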
# b-catenin transl cell count 5 µM: recorded beside b-catenin transl, whose call it bears; cell count; measured here: cell count, cytotoxicity flag
# T cell HTS vesicle-bound %: also measured in T cell HTS; calls as there; double positive events, %; measured here: CD8+ vesicle-bound cell fraction;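 binding gate set so that unloaded-vesicle control wells show 10% double positive cells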
# MT stabilize HCS Hoechst-high %: second read-out of MT stabilize HCS, no call of its own (marks repeat the call); % Hoechst-high responders; measured here: nuclear condensation Hoechst responders;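 share of cells brighter than vehicle mean plus two SD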
# MT stabilize HCS cytotoxicity %: further read-out of MT stabilize HCS, marked with its call; toxicity, %; measured here: cytotoxicity by cell density;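 0% = mean cell density of plate MIN control wells and 100% = no cells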
# Autophagy HCS cell loss 18 h: recorded beside Autophagy HCS, whose call it bears; toxicity, %; measured here: cell loss, nuclei count;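 cell loss after 18 h compound exposure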
# Myeloid diff 2 GFP+ MAC1+ %: further read-out of Myeloid diff 2, marked with its call; GFP+ MAC1+ double positive, %; measured here: differentiation confirmed by MAC1 staining
# * = called active by the depositor; i = inactive; ? = inconclusive; . = no result given; + = active, no number. Hits appear at their usual frequency (roughly 3.9% active in at least one column).
SMILES,Autophagy HCS,Autophagy HCS cell loss 18 h,WT yeast gro inh,WT yeast gro inh mutant strain,T cell HTS,T cell HTS vesicle-bound %,Hep lipid drop,Hep lipid drop cells 6.5 µM,b-catenin transl,b-catenin transl cell count 5 µM,West Nile virus CPE,Myeloid diff 2,Myeloid diff 2 GFP+ MAC1+ %,Insulin prom up,Insulin prom up cell count,MT stabilize HCS,MT stabilize HCS Hoechst-high %,MT stabilize HCS cytotoxicity %
Cc1ccc(S(=O)(=O)N2CCOCC(=O)NCCOCCNC(=O)COCC2)cc1,i,-5,-3,-4,.,.,.,.,-0.3,1176,1.4%,i,0.9,-0.51,847,2.2,4.1,7.9
C=CCN(CC=C)CCOc1cccc(Oc2ccccc2)c1,i,3,50,50,i,56,-12,681,1.5,1547,-0.7%,i,0.5,-0.86,1329,2.1,1.3,13
CC(=O)NNC(=O)c1[nH]c2ccc(Br)cc2c1-c1ccccc1,.,.,.,.,i,42,15,839,.,.,-0.8%,i,0.9,.,.,.,.,.
COc1ccc(NC(=O)C(C)N2c3cccc4cccc(c34)S2(=O)=O)cc1OC (stereo not drawn),i,23,-9,-18,i,7,-37,673,0.2,1147,-0.9%,i,6.8,?,.,1.0,2.6,9.0
Cc1occc1C(=O)Nc1ccc2c(c1)OCO2,i,-5,3,10,i,58,-8,805,.,.,-0.2%,i,0.5,-0.06,1298,2.6,2.0,4.8
COc1ccc(S(=O)NC2CCCCC2)c(OC)c1C (stereo not drawn),i,-2,-32,3,i,52,.,.,-1.8,989,0.1%,i,0.6,-0.32,1409,3.0,2.0,10.0
Cc1cc(C)n(CC(=O)N/N=C/c2ccccn2)n1,i,-17,-14,-2,i,40,2,650,-4.5,492,0.2%,i,0.0,0.11,1198,3.8,2.9,7.6
Nc1ccc2c(c1)-c1ccccc1S(=O)(=O)N2,i,14,-7,-10,i,20,.,.,-1.7,1010,0.8%,i,3.1,0.05,1421,5.2,3.1,12
Cc1cnn(CCC(=O)NNC(=S)NCC(C)C)c1,i,-2,-17,-3,i,46,-33,553,-0.6,954,0.5%,i,0.7,.,.,2.2,3.3,6.9
Cc1ccc2c(c1)c1cccc3c1n2CCN3CCC(N)=O,i,5,4,-18,i,56,-1,754,10,947,0.1%,i,1.4,-1.3,1153,10,5.0,6.5
CCn1c(SCC(=O)N2CCc3ccccc3C2)nc2c1c(=O)n(C)c(=O)n2C,i,5,-2,-8,i,32,.,.,0.4,1208,0.0%,i,6.8,0.52,1229,3.8,2.9,6.3
O=C(CSC1CC(=O)N(CCc2ccccc2)C1=O)Nc1cccc(Cl)c1 (stereo not drawn),i,3,25,7,i,9,-6,582,0.2,1065,0.1%,i,0.6,1,1538,1.3,0.7,2.8
Cc1cc(=O)[nH]c(SCC(=O)NN(c2ccccc2)c2ccccc2)n1,.,.,.,.,i,60,-58,763,-0.1,1306,-0.1%,i,0.4,0.63,1049,.,.,.
CCc1ccc2[nH]cc(C(=O)N3CCCCCC3)c(=O)c2c1,i,6,11,19,i,14,.,.,-0.9,1451,0.5%,i,1.1,0.1,1563,1.4,1.0,1.6
Cc1ccccc1OCCN1C(=O)NC2(CCc3ccccc32)C1=O (stereo not drawn),i,-2,-11,-5,i,29,-1,677,-1.1,1008,-1.2%,i,1.1,0.55,1721,1.8,1.1,4.4
Cc1ccc(C(=O)NC(C)c2nc3ccccc3n2CC(=O)Nc2c(C)cc(C)cc2C)cc1 (stereo not drawn),.,.,.,.,i,59,-8,662,-0.2,1361,0.0%,.,.,-0.4,1068,.,.,.
CC(=O)N1CCN(c2ccc(NCc3ccc(C)s3)cc2)CC1,i,7,-2,6,i,21,.,.,.,.,-0.6%,i,2.5,0.3,922,2.5,2.7,5.7
Cc1ccc2c(c1)c(C)cc[n+]2Cc1ccccc1,i,-7,15,-5,i,5,6,648,-2.2,1197,2.4%,+,9.5*,-2.7,846,5.6,3.3,3.5
CCc1ccc(-n2c(O)c(C=NCCN(CC)CC)c(=O)[nH]c2=O)cc1,i,7,13,19,.,.,.,.,-0.6,1335,0.5%,i,1.1,0.01,1523,1.8,1.7,4.9
O=C(CN1CCOCC1)Nc1ccc(Oc2ccc(NC(=O)CN3CCOCC3)cc2)cc1,i,-7,-11,-10,i,50,-5,754,-1.1,1099,0.1%,i,4.5,-0.54,1361,3.4,1.4,8.0
CC(=O)c1ccc(NC(=O)Cn2c(=O)oc3ccccc32)cc1,.,.,.,.,i,27,12,699,.,.,-0.6%,i,0.8,.,.,.,.,.
Cn1c(=O)c2c(nc(NCc3ccco3)n2C)n(C)c1=O,i,-8,12,4,i,70,7,770,-1.6,1060,0.1%,i,8.3,0.18,1236,4.5,2.4,2.8
CC(C)(C)OC(=O)N1Cc2cc3ccccc3nc2C1CO (stereo not drawn),.,.,.,.,i,61,1,853,-0.5,1254,-0.1%,i,0.3,-0.09,1008,.,.,.
N=C(N)SCc1ccc(Cl)cc1Cl,i,-3,1,-2,i,64,-7,700,-2.0,536,0.1%,i,0.1,-0.23,1023,3.5,2.9,8.1
COc1ccc(C(=O)N2CCCC(c3ccccc3)C2)cc1 (stereo not drawn),i,12,-2,10,i,62,.,.,1.5,1142,0.3%,i,0.5,-0.76,1357,3.5,3.6,5.9

# (further entries)
SMILES,Autophagy HCS,Autophagy HCS cell loss 18 h,WT yeast gro inh,WT yeast gro inh mutant strain,T cell HTS,T cell HTS vesicle-bound %,Hep lipid drop,Hep lipid drop cells 6.5 µM,b-catenin transl,b-catenin transl cell count 5 µM,West Nile virus CPE,Myeloid diff 2,Myeloid diff 2 GFP+ MAC1+ %,Insulin prom up,Insulin prom up cell count,MT stabilize HCS,MT stabilize HCS Hoechst-high %,MT stabilize HCS cytotoxicity %
C=CCn1c(SCC(=O)c2ccc(NS(=O)(=O)c3ccccc3)cc2)nnc1-c1cccs1,i,13,5,0,i,58,0,761,-2.3,1189,-1.0%,i,0.4,0.01,1235,3.4,3.2,16
CCOc1cc(/C=N/NC(=O)CCCC(=O)NC2CCCCC2)ccc1O,i,-3,-14,-9,i,47,-1,623,-3.6,567,-0.2%,i,0.9,-0.16,1150,4.2,3.2,4.5
O=C(COc1ccc([N+](=O)[O-])cc1)NNC(=O)Nc1cccc(F)c1,.,.,.,.,i,19,12,872,.,.,-0.7%,i,2.3,.,.,.,.,.
Cc1noc(C)c1C(=O)NC(C)c1ccc(Cl)cc1Cl (stereo not drawn),i,-6,6,-3,i,48,8,653,-2.4,1065,-0.1%,i,0.2,-0.02,1441,1.3,2.0,5.6
CCS(=O)(=O)N1CCC(C(=O)NCCCN2CCN(c3ccccc3F)CC2)CC1,i,-7,-20,-45,i,6,.,.,0.6,1291,0.3%,i,7.7,-0.02,1581,5.6,2.8,8.7
CCN1CCN(c2sc(S(C)(=O)=O)nc2S(=O)(=O)c2ccc(Cl)cc2)CC1,.,.,.,.,i,7,17,709,.,.,1.5%,?,.,.,.,.,.,.
CCN(c1ccc(OC)cc1)S(=O)(=O)c1nnc(NC(=O)COc2ccc(F)cc2)s1,.,.,.,.,i,33,6,693,.,.,0.1%,i,0.3,.,.,.,.,.
CCC(C)NC(=O)c1cnn2c1NC(c1ccc3c(c1)OCO3)CC2C(F)(F)F (stereo not drawn),i,-3,14,17,i,27,.,.,-1.9,1136,0.2%,i,0.8,0.23,1162,4.5,2.9,8.6
O=C(NCc1ccco1)c1csc(Nc2ccccc2Cl)n1,i,-3,20,22,i,51,-2,672,-1.4,1129,-0.5%,i,2.5,.,.,3.1,0.8,1.3
CS(=O)(=O)N(CC(=O)NCc1ccncc1)c1cc(Cl)cc(Cl)c1,i,-2,7,2,i,38,.,.,-6.6,918,-0.7%,i,0.4,0.13,1279,3.5,3.9,8.2
CC(C)NC(=O)c1onc(CSc2ccc(Cl)cc2)c1C(=O)NC(C)C,.,.,.,.,i,35,.,.,-1.6,1178,-0.8%,i,1.4,-0.52,1015,.,.,.
COc1ccc(/C=N/OCC(=O)NC(c2ccccc2)c2ccccc2)cc1OC,i,-3,-3,-3,i,22,2,653,-1.0,968,-2.0%,i,0.5,?,.,2.9,1.9,4.2
CCN(Cc1ccccc1)c1ccc(/C=N/N=C(N)N)cc1,i,11,-24,-14,i,55,-2,627,41,132,-2.0%,i,0.4,.,.,7.6,42,26
Cc1cc(C)nc(Nc2ccc(Cl)cc2C)n1,.,.,.,.,i,56,-8,822,.,.,-0.7%,i,0.4,.,.,.,.,.
COc1ccc(OC)c(NC(=O)CSc2nccn2Cc2ccco2)c1,.,.,.,.,i,8,-2,661,.,.,-1.1%,i,1.3,.,.,.,.,.
Cc1cc(NS(=O)(=O)c2ccc(NC(=O)c3cnc4scc(C)n4c3=O)cc2)nc(C)n1,i,17,3,-1,i,21,6,725,-1.6,1100,0.0%,i,2.8,.,.,3.6,1.8,7.7

# Looked up above.
# Myeloid diff 2 GFP+ MAC1+ % with `CC(C)NC(=O)c1onc(CSc2ccc(Cl)cc2)c1C(=O)NC(C)C` : 1.4
# West Nile virus CPE with `COc1ccc(OC)c(NC(=O)CSc2nccn2Cc2ccco2)c1` : -1.1%

# High-throughput results as filed in PubChem.
